# CASP6 VEID inh: human caspase-6 inhibitors, primary screen, biochemical, VEID-R110 fluorescence, single point, set 2 | inhibition, % at 12.5 µM | AID 686996, 2013 | 0.53% of 350,000 active | P55212 | purified caspase-6, Z-VEID-R110 cleavage fluorescence;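 active means mean inhibition across replicates at least about 35%, with every replicate also reaching that limit, limit read from the data; inconclusive means only one of the two criteria met; inactive means neither criterion met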;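 further: 0% = median of neutral control wells and 100% = no fluorescence left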
# Target sequence (P55212 24-179 limits assumed): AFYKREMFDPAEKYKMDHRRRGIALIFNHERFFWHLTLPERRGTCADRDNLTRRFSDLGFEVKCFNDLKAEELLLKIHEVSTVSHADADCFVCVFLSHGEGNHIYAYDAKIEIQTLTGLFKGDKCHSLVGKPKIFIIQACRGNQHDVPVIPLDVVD
# Target sequence (P55212 194-293 limits assumed): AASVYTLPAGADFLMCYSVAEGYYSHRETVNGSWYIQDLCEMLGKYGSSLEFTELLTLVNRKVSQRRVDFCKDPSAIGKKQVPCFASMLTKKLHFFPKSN
# PGC1a acetyl inh: inhibitors of PGC1a acetylation signal, primary screen, cell-based, U2OS, AlphaScreen, inhibitor mode; AlphaScreen anti-acetyl-lysine; with virally co-expressed GCN5 acetyltransferase; inhibition, % at 15.6 µM; 0.17% of 350,000 active; AID 651687, 2012;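 active means every replicate shows inhibition of at least 40%; inconclusive means mean inhibition at least 40% but some replicate below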;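 further: 0% = neutral control wells and 100% = positive control wells; some results beyond the cut were filed as inactive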
# miR-122 sensor: miR-122 Renilla sensor signal increase in Huh7, primary screen, miR-122 inhibitor project, cell-based, single point, plate reader | Huh7 miR-122 Renilla luciferase sensor, 48 h; neutral wells = 0, positive control = 100 | activation (reporter increase), % at 12.5 µM | 0.3% of 340,000 active | AID 602342, 2012;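 active means mean replicate activation score at least 90 and every replicate individually at or above 90; inconclusive means only one of the two criteria met; inactive means neither criterion met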;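 further: higher luciferase means less miR-122 activity so hits act as miR-122 inhibitors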
# LGR2 inh: inhibitors of bursicon-induced LGR2 CRE-luciferase signal, primary screen, cell-based, HEK293, CRE-luciferase reporter, bursicon stimulation | bursicon-stimulated, 4 h | inhibition, % at 9.99 µM | Drosophila bursicon receptor LGR2 (rickets) | 0.35% of 380,000 active;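 active means drop in luminescence signal, shown as inhibition above about 50% in the replicate tests, limit read from the data, passing the limit was not always enough; inconclusive means probably only some replicates passing the limit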;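 further: agonist challenge used bursicon conditioned medium at about half maximal strength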
# EWS-Fli inh: EWS/Fli-driven NR0B1 reporter inhibitors, primary screen, A673 cells, NR0B1 luciferase, luminescence, MLPCN library; viability-normalised; inhibition, % at 12.6 µM; 0.67% of 350,000 active;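 active means mean inhibition of at least 50% after viability correction, with every replicate also passing that limit; inconclusive means mean reaches 50% but only one of two replicates passes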;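 further: firefly luciferase signal divided by Alamar Blue viability fluorescence both relative to DMSO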
# Cneo AK release: Cryptococcus neoformans cell lysis inducers, primary screen, AK release luminescence, single concentration; AID 651654, 2012; C. neoformans lysis, adenylate kinase release luminescence, 4 h; normalised: neutral wells 0, clomiphene wells 100; lysis activity, % at 15 µM; 0.2% of 360,000 active;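 active means mean lysis activity across replicates of at least 80%, whatever share of replicates individually reach that level; inactive means mean lysis activity below 80%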
#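 Assay system: C. neoformans cells. Amount: yeast cell density of 5 × 10^6 cells/mL. Technique: AK luminescence. Buffer or medium: YPD. Times: static 4 h at 37 °C with compound, 1 h detection. Dosing: single-point compound dose. Read-out: lysis from increased AK signal.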
# FN deposition inh: inhibitors of fibronectin matrix deposition, primary screen, AH1F cells, Alexa488-fibronectin fluorescence, plate reader; 0.086% of 350,000 active; inhibition, % at 12.6 µM; AH1F fibroblasts, overnight;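 active means mean inhibition across replicates of 30% or more, regardless of how many single replicates reach that level; inconclusive means mean under 30% yet at least half of replicates reach 30%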;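 further: positive control wells lacked labelled fibronectin entirely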
#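 Material: AH1F fibroblasts assembling fluorescent fibronectin matrix; amount: 10000 AH1F cells/well; medium: DMEM, 2% serum; reagent: Alexa488-fibronectin, 24 nM final in well; dosing: single compound dose, delivered by pin transfer; incubation: 1 h adhesion, overnight exposure; detection: fluorescence after three HBSS washes, excitation 485 nm, emission 525 nm; measure: fibronectin deposition inhibition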
# PAX8 reporter: inhibitors of PAX8-driven TPO luciferase reporter, primary screen, RMG-I cells, single concentration | SteadyGlo, 24 h | inhibition, % at 12.6 µM | 1.2% of 360,000 active | AID 652154, 2013;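 active means mean replicate inhibition at least 60% with every replicate also reaching 60%; inconclusive means only one of the two criteria is met; inactive means mean below 60% and not all replicates reaching 60%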;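 further: luciferase light reporting Pax8 driven TPO promoter activity; plate controls were median of neutral control wells for no effect and mitoxantrone controls for full effect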
# * hit, by the source's call; ? = inconclusive; nt = not tested or not shown; [ ] = dose if it differs, or a comment. Rows are unselected, and some 2.5% of all compounds hit somewhere here.
SMILES,CASP6 VEID inh,PGC1a acetyl inh,miR-122 sensor,LGR2 inh,EWS-Fli inh,Cneo AK release,FN deposition inh,PAX8 reporter
CCCC(=O)OC[C@H]1CN(C2CCCC2)S(=O)(=O)c2c(Oc3ccc(F)cc3)cccc2O1,-5,nt,nt,4,-18,nt,-11,12
O=C(C1CCN(Cc2cccs2)CC1)N1CCN(Cc2ccc3c(c2)OCO3)CC1,-4,2,nt,-8,9,nt,-3,3
COc1cccc(NC(=O)Nc2nccc(C)n2)c1,4,nt,nt,31,34,nt,-4,-9
O=C(COC(=O)c1ccc[nH]c1=O)NCC1CCCO1 (centres undefined),nt,2,-2,8,nt,0,nt,nt
O=C(c1cnc2n(c1=O)CCS2)N1CCN(c2ccc([N+](=O)[O-])cc2)CC1,0,-17,-4,-6,4,0,-4,13
Cc1cc(NS(=O)(=O)c2ccc(NC(=O)c3cc(-c4cccnc4)nc4ccc(Cl)cc34)cc2)no1,nt,-3,4,5,nt,1,4,nt
Cc1cc(C(=O)N2CCCC(CCC(=O)N3CCN(c4ccccn4)CC3)C2)c(C)o1 (centres undefined),-7,nt,0,13,1,0,6,6
Cc1[nH]c2ccccc2c1CC(=O)Nc1ccc(Nc2cccnc2)c(-c2ccc(Oc3ccccc3)cc2)c1,6,nt,nt,14,15,nt,0,42
CCCN(C)C1CN(Cc2cn(Cc3cccc(Cl)c3)nn2)S(=O)(=O)C1 (centres undefined),0,nt,nt,-2,-5,nt,nt,11
CCC(=O)Nc1nc(-c2cc([N+](=O)[O-])cs2)cs1,-2,nt,-8,-11,-8,nt,-1,-38
O=C(CC1N=C2c3ccccc3N=C(SCc3ccc(F)cc3)N2C1=O)NCc1ccco1 (centres undefined),nt,-1,5,nt,nt,2,-6,13
Cc1cc(C)nc(SCC(=O)Nc2ncc(Cc3cccc(Cl)c3Cl)s2)n1,nt,-3,-8,-12,nt,4,nt,nt
O=C(NCc1ccc(N2CCCC2=O)cc1)c1ccc(F)cc1,-2,9,nt,2,-1,-2,-10,4
O=C(C[C@@H]1C[C@@H]2c3cc(NC(=O)Nc4ccccc4)ccc3O[C@@H]2[C@H](CO)O1)NC1CCCC1,2,5,-3[16.7 µM],-10,-2,0,0,-31
COc1ccc(NC(=O)Nc2ccc3c(c2)C(=O)N([C@@H](C)CO)C[C@H](C)[C@@H](CN(C)S(=O)(=O)c2ccc(F)cc2)O3)cc1,nt,-2,-3[16.7 µM],0,-4,4,nt,3
COc1ccc(S(=O)(=O)N(C)C[C@H]2Oc3c(NC(=O)c4ccncc4)cccc3C(=O)N([C@@H](C)CO)C[C@H]2C)cc1,0,5,3[16.7 µM],10,4,0,nt,nt
CCNC(=O)[C@H]1[C@H](CO)[C@H]2Cn3c(ccc(-c4ccc(F)cc4)c3=O)[C@H]2N1Cc1cc(F)ccc1F,-3,nt,5[16.7 µM],25,-1,46,nt,nt
COCC#Cc1cnc2c(c1)C(=O)N([C@H](C)CO)C[C@H](C)[C@@H](CN(C)Cc1ccc(-c3ccccc3)cc1)O2,nt,-20,0[16.7 µM],-19,11,nt,nt,nt
O=C(CCN1C(=O)/C(=C/c2ccc(F)cc2)SC1=S)NCCc1ccc(O)cc1,-7,11,-1,12,nt,2,1,21
CCS(=O)(=O)Nc1ccc(C2=NN(S(=O)(=O)CC)C(c3cccs3)C2)cc1 (centres undefined),-1,-5,-1,-22,-9,-1,1,-9

# 2 of the compounds above, with two lines to a compound.
# Each structure is followed by: CASP6 VEID inh | PGC1a acetyl inh | miR-122 sensor | LGR2 inh | EWS-Fli inh | Cneo AK release | FN deposition inh | PAX8 reporter
O=C(CC1N=C2c3ccccc3N=C(SCc3ccc(F)cc3)N2C1=O)NCc1ccco1 (centres undefined)
  nt | -1 | 5 | nt | nt | 2 | -6 | 13
Cc1cc(C)nc(SCC(=O)Nc2ncc(Cc3cccc(Cl)c3Cl)s2)n1
  nt | -3 | -8 | -12 | nt | 4 | nt | nt

# Following part.
SMILES,CASP6 VEID inh,PGC1a acetyl inh,miR-122 sensor,LGR2 inh,EWS-Fli inh,Cneo AK release,FN deposition inh,PAX8 reporter
Cc1c(Cl)cccc1N=C(N)N=C(N)N,-2,nt,nt,-9,4,nt,4,4
N#CC(C(=O)c1ccccc1)=C1SCCS1,-1,8,0,-55,-31,-1,-9,-43
CC(C)NC(=O)Nc1ccc2c(c1)C(=O)N([C@H](C)CO)C[C@@H](C)[C@H](CN(C)Cc1ccc3c(c1)OCO3)OCCCC[C@@H](C)O2,nt,1,9[16.7 µM],-9,-8,1,0,4
C(=C\c1ccccc1)/CN1CCN(C(c2cc3ccccc3o2)c2nnnn2C2CCCC2)CC1 (centres undefined),0,-12,2,5,6,1,-4,0
CN(C)c1ccc(-n2cccc2/C=N/n2cnnc2)cc1,nt,?,15,-6,nt,8,nt,nt
CC(C)(C)C(=O)NC1CC2CCCC(C1)N2C(=O)Nc1ccccc1F (centres undefined),-1,25,-13,-3,-1,3,4,-11
COCC#Cc1ccc2c(c1)O[C@H](CN(C)C)[C@@H](C)CN([C@@H](C)CO)S2(=O)=O,-1,0,0[16.7 µM],-12,-14,1,-7,4
Cc1ccc2nc(SC(C)C(=O)NCc3ccc4c(c3)OCO4)[nH]c2c1 (centres undefined),3,nt,nt,0,-10,nt,-8,11
O=C(c1ccc(N2CCCCC2)c([N+](=O)[O-])c1)N1CCN(c2ccccn2)CC1,4,-4,-4,-15,9,1,6,19
O=C(c1ccc2[nH]c(=O)c(=O)[nH]c2c1)N1CCc2ccccc21,0,-4,-7,3,nt,-3,-3,19
NC(=O)c1ccccc1NC(=O)CSc1nc2ccccc2c(=O)[nH]1,1,nt,6,25,3,2,nt,14
O=C(COC(=O)c1ccc(F)cc1)NCC1CCCCC1,1,11,1,-18,-1,-2,2,-12
CCN(C(=O)/C=C/c1ccc(OC)cc1)C1CCS(=O)(=O)C1 (centres undefined),-3,nt,nt,14,-7,nt,5,-19
CO[C@H]1CN(C)C(=O)c2ccc(NC(=O)NC(C)C)cc2OC[C@@H](C)N(C(=O)NC(C)C)C[C@@H]1C,-6,-8,-4[16.7 µM],16,1,-1,1,nt
CC(C)c1ccc(C(C)NCCS(=O)(=O)c2ccc(Cl)cc2)cc1 (centres undefined),1,nt,-1,10,2,14,-6,8
Nc1nnnn1/N=C/c1cc(Cl)ccc1O,-1,nt,-6,-6,-3,1,7,-14
CC(C)Cn1c(CCNC(=O)c2ccco2)nc2ccccc21,1,nt,nt,nt,-38,nt,-11,-6
C/C=C/c1ccc(OCCOc2ccc(C=O)cc2)c(OC)c1,-1,3,9,24,-11,-1,11,-23
CCOC(=O)CC(=O)CSc1ncnc2c1nnn2-c1ccccc1,5,21,-3,-3,nt,0,3,-14
COc1ccc(-c2noc(CCCc3ccccc3)n2)cc1OC,nt,-2,1,nt,nt,-1,2,-14
CC(=O)Nc1ccc(NC(=O)CSC2=NS(=O)(=O)c3cc(F)ccc3N2)cc1,3,nt,-2,3,-6,0,-2,-9
CN1C(=O)c2cc(NC(=O)C3CCOCC3)ccc2OC[C@@H]2O[C@@H](CC(=O)NCC3CC3)CC[C@@H]21,1,4,-1[16.7 µM],-2,-2,-1,1,-17
CC(C)c1ccc(C2NC(=S)NC3=C2C(=O)CC(C)(C)C3)cc1 (centres undefined),1,nt,nt,nt,2,nt,0,5
COc1ccc([Si](C)(C)[C@@H]2[C@@H](CCO)O[C@]3(C(=O)N(Cc4ccc(N5CCCCC5=O)cc4)c4ccccc43)[C@H]2C)cc1,-2,3,nt,nt,-1,-22,nt,46
CO[C@H]1CN(C)C(=O)c2cc(C#N)ccc2OC[C@H]2O[C@H](CC[C@H]2OC)CCN(C)C(=O)[C@@H]1C,-1,3,nt,10,-1,18,1,-21
O=C(COC(=O)Cn1cnc2ccccc21)Nc1cc2c(cc1Cl)C(=O)c1ccccc1C2=O,0,nt,-1,nt,-71,-2,4,-70
C[C@@H]1CN([C@H](C)CO)C(=O)c2cc(-c3cccc(F)c3)cnc2O[C@@H]1CN(C)Cc1ccccn1,0,-10,0[16.7 µM],1,-12,-3,nt,-11
CC(C)(Oc1ccc(Cl)cc1)C(=O)NCC1CCCO1 (centres undefined),-2,-2,nt,16,0,0,-2,1
Cc1cc(N)nc2nc(C(F)(F)F)nn12,0,0,nt,16,6,3,5,2
Cc1cc(NC(=O)CSc2nnc(C3COc4ccccc4O3)n2N)no1 (centres undefined),7,8,-4,0,3,-14,-9,18
CCOC(=O)CSc1ncc(-c2ccccc2)nn1,nt,0,-1,nt,nt,0,0,nt
Cc1cc(C)cc(SCc2noc(C(=O)NCc3ccccc3)c2C(=O)NCc2ccccc2)c1,nt,-2,0,17,19,0,2,12
O=C(O)CC1C(=O)NCCN1Cc1ccc(F)c(F)c1 (centres undefined),1,3,1,-8,-1,-3,-6,-1
Cc1ccc2sc(N(CCN(C)C)C(=O)c3ccc4ccccc4c3)nc2c1C,-1,nt,nt,7,2,3,1,-15
COc1cc(/C=N/N2C(=O)c3ccccc3C2=O)ccc1O,4,3,0,-6,-14,0,8,39
COc1ccc(NC(=O)Nc2cccc3c2O[C@@H](CN(C)CC2CC2)[C@H](C)CN([C@H](C)CO)C3=O)cc1,-2,4,-1[16.7 µM],-7,-16,44,-4,-13
Cc1cc2c(cc1S(=O)(=O)NCc1ccccc1)OCC(=O)N2,1,-8,14,-5,1,2,8,-12
O=C(NCC(c1cccs1)N1CCOCC1)c1ccccc1NS(=O)(=O)c1ccc(Cl)c([N+](=O)[O-])c1 (centres undefined),4,nt,nt,4,7,nt,-2,14
C[C@H](CO)N1C[C@H](C)[C@H](CN(C)Cc2ccc(F)cc2)Oc2cc(C#CC3CC3)ccc2S1(=O)=O,-1,-13,7[16.7 µM],-14,17,-3,-16,nt
COc1ccc(-n2nnc3c(=O)n(CC(=O)N4CCC(Cc5ccccc5)CC4)cnc32)cc1,-1,-3,-1,0,0,0,-4,10
O=c1c(F)cn(C2CCCO2)c(=O)n1Cc1c(F)cccc1Cl (centres undefined),nt,nt,2,nt,nt,1,5,-20
COC(=O)C1=C(C)N(C)C(=NCc2ccc3c(c2)OCO3)NC1c1cccc(C(F)(F)F)c1 (centres undefined),-7,nt,nt,11,-3,nt,0,-12
C[C@H](CO)N1C[C@H](C)[C@H](CN(C)S(=O)(=O)c2cccs2)Oc2ccc(N(C)C)cc2CC1=O,-1,5,-4[16.7 µM],13,-19,55,-9,-5
CCCC(=O)Nc1ccc2c(c1)OC[C@H](C)N(Cc1ccccn1)C[C@H](C)[C@H](OC)CN(C)C2=O,-1,-2,nt,-33,14,113*,3,-1
CCOc1ccc(NCC(=O)c2ccc(C)cc2)cc1,-1,-10,nt,-6,-7,nt,-13,-1
CC1CCCN(C(=O)COC(=O)C2CCN(S(=O)(=O)c3ccc4c(c3)OCCO4)CC2)C1 (centres undefined),4,14,-3,-16,2,-2,-10,5
CCC(=O)n1nc(-c2ccccc2)nc1N,nt,-5,2,-3,nt,12,nt,nt
